# KB-V1 cytotox: qHTS assay for MDR1-selective chemotherapeutics: Primary screen using the drug-selected MDR subline cells KB-V1 | KB-V1 MDR cells viability, CellTiter-Glo, 72 h | Potency, µM (titrated, usually from 46.1 µM), without a hit: at the highest dose activity change, negative = cytotoxicity, usual class: cytotoxic | 400,000 compounds, 3.4% hits; also: potency is read from the fitted curve at half-maximal effect; % is scaled to controls: 0 for no effect and ±100 for the full control effect; nearly all actives have a fitted effect of over 60% in size
#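 In this primary screen, KB-V1 cells overexpressing P-gp are incubated with library compounds (lowest to highest concentration) for 72 h at 37 degrees C before a luminescent ATP viability read.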
# MCF10A rerep: A quantitative high throughput screen for small molecules that induce DNA re-replication in MCF 10a normal breast cells; MCF 10A DNA re-replication, Hoechst nuclear intensity, 48 h; Potency, µM (doses to about 46.1 µM), for inactives: at the highest dose activity, positive = re-replication, most hits filed as activators; 350,000 compounds, 2.9% hits; also: potency is read from the fitted curve at half-maximal effect; % of control where 0% means no effect; nearly all actives have a fitted effect of over 50% in size
# S2 tox: Viability Counterscreen for Primary qHTS for Inhibitors of ATXN expression; S2 cells (HEK-293 line with an ATXN2-luciferase reporter) viability, CellTiter-Fluor protease fluorescence, 24 h; Potency, µM (doses to about 56.7 µM), actives largely listed as cytotoxic; 400,000 compounds, 0.49% hits; AID 651635, 2014; also: potency is read from the fitted curve at half-maximal effect; nearly all actives have a fitted effect of over 40% in size
# KB-3-1 tox: qHTS assay for MDR1-selective chemotherapeutics: Primary screen using the parental adenocarcinoma cell KB-3-1; KB-3-1 viability, CellTiter-Glo ATP luminescence, 72 h; Potency, µM (titrated, usually from 46.1 µM), for inactives: top-dose activity change, negative = cytotoxic, most hits filed as cytotoxic; 400,000 compounds, 1.4% hits; also: potency is read from the fitted curve at half-maximal effect; % is scaled to controls: 0 for no effect and ±100 for the full control effect; nearly all actives have a fitted effect of over 60% in size
#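 KB-3-1 parental drug-naive adenocarcinoma cells in DMEM/10% FBS, incubated 72 h at 37 C with pin-transferred compounds across a concentration series. Viability by CellTiter-Glo luminescence; concentration-response curves fitted after normalization.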
# ATXN2 expr inh: Primary qHTS for Inhibitors of ATXN expression; HEK-293 ATXN2-luciferase reporter, luminescence, 24 h; Potency, µM (titrated, usually from 57 µM), for inactives: at the highest dose activity change, negative = inhibition, actives largely listed as inhibitors; 360,000 compounds, 0.72% hits; also: potency is read from the fitted curve at half-maximal effect; % is scaled to controls: 0 for no effect and ±100 for the full control effect; nearly all actives have a fitted effect of over 55% in size
#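 ATXN2-luciferase reporter cells (luciferase flanked by upstream and downstream ATXN2 gene portions) were treated 24 h at 37 °C with compounds at up to 57 uM. SteadyGlo luminescence gave expression; GF-AFC fluorescence gave viability.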
# HT1080NT lethal: qHTS for induction of synthetic lethality in tumor cells producing 2HG: qHTS for the HT-1080-NT fibrosarcoma cell line. 360,000 compounds, 1.6% hits. AID 686970, 2013. HT-1080-NT fibrosarcoma viability, CellTiter-Glo ATP luminescence, 48 h. Potency, µM (top dose mostly 46.1 µM), for the others: top-dose activity, negative = less viability, actives largely listed as cytotoxic;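 also: NT is the 2HG producing partner of a matched IDH1 knockdown line; potency is read from the fitted curve at half-maximal effect; 0% = DMSO-treated cells and -100% = media-only wells without cells; nearly all actives have a fitted effect of over 55% in size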
#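 Luminescent CellTiter-Glo readout after 48 hours of compound exposure at 37 degrees C defined viability of HT-1080-NT cells. Activity was normalized to DMSO wells and cell-free media wells; concentration-response curves were fitted and assigned curve classes.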
# HT1080 IDH1KD tx: qHTS for induction of synthetic lethality in tumor cells producing 2HG: qHTS for the HT-1080-IDH1KD cell line; Potency, µM (doses to about 46.1 µM), inactives show at the highest dose activity, negative = toxicity, hits mostly cytotoxic; HT-1080 IDH1 knockdown viability, ATP luminescence, 48 h; 360,000 compounds, 2% hits;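 also: potency is read from the fitted curve at half-maximal effect; 0% = DMSO wells and -100% = cell-free medium wells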
#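 Assay cells: HT-1080 with IDH1 knockdown, 750 per well, RPMI/5% FBS. Exposure: 48 h at 37 °C following 2 h pre-incubation. Read: CellTiter-Glo luminescence; fitted concentration-response, curve class assigned.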
# SW480 rereplic: A quantitative high throughput screen for small molecules that induce DNA re-replication in SW480 colon adenocarcinoma cells; Potency, µM (series often up to 46.1 µM), without a hit: at the top dose re-replication activation, usual class: activators; 340,000 compounds, 1.8% hits; SW480 DNA re-replication, Hoechst DNA content imaging, 48 h; also: potency is read from the fitted curve at half-maximal effect; % of control where 0% means no effect; nearly all actives have a fitted effect of over 55% in size
#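 Treated cells incubate 48 hr (37 C, 5% CO2), are stained 40 min with Hoechst, and nuclear fluorescence is enumerated; a rise in nuclei with high DNA signal marks re-replication.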
# IL1B secr inh: qHTS for Inhibitors of Inflammasome Signaling: IL-1-beta AlphaLISA Primary Screen | AID 743279, 2014 | 360,000 compounds, 4.7% hits | THP-1 LPS/ATP IL-1B secretion, AlphaLISA, 16 h; stronger effect = lower value | activity change, % at 57.5 µM; in the data active = activity change below about -50%; inconclusive = mostly about -30% to -49%; also: % is scaled to controls: 0 for no effect and ±100 for the full control effect
#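 THP-1 cells pretreated 1 hr with compounds (up to 57.5 uM final), then stimulated with LPS (250 ng/mL final) plus ATP (1.25 mM final); secreted IL-1B measured by AlphaLISA after 16 hr, decreased signal indicating inhibition.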
# Numbers without * were called inactive; i = inactive; ? = inconclusive; / = not tested or not shown; & = joins results of further samples; [ ] = another dose, or the depositor's remark. Unless noted, calls follow the shape of the dose curve; as a rule, active = well fitted curve in the direction sought with a large enough effect; inconclusive = small, poorly fitted or top-dose-only effect, or another doubt; inactive = no such curve, though single readings can be large; an effect the other way counts as inactive or inconclusive.
# Values in the order – KB-V1 cytotox	MCF10A rerep	S2 tox	KB-3-1 tox	ATXN2 expr inh	HT1080NT lethal	HT1080 IDH1KD tx	SW480 rereplic	IL1B secr inh
> CCOC(=O)c1sc(NC(=O)CCN2C(=O)C3CCCCC3C2=O)cc1C (centres undefined)
→ 0%	3%	i	20%	1%	-12%[9.24 µM]	0%	-1%	?
> COc1cccc(-c2nc(CS(=O)(=O)CC(=O)NC3CCCC3)c(C)o2)c1
→ -2%	8%	i	-4%	-24%	-13%	-13%	-6%	29
> COc1ccc(CCNC(=O)CN(c2ccccc2OC)S(=O)(=O)c2ccc(C)cc2)cc1
→ -13%&-21%	0%	?	?	?	-13%	-11%	?	-51*
> CC(=O)Nc1ccc(NC(=O)C(C)n2c3ccccc3c3nc(=O)cc(C)n32)cc1 (centres undefined)
→ -6%	0%	i	0%	13%	-11%	0%	3%	16
> O=C(O)Cc1ccc(NS(=O)(=O)c2ccccc2Br)cc1
→ 1%	?	i	3%	/	?	9%	-15%	14
> CN[C@H](C)C(=O)NC[C@H]1O[C@@H](n2ccc(N)nc2=O)[C@H](O)[C@@H]1O
→ 19%	/	i	1%	2%	1%	2%	/	-8
> CCc1cc(OCCN2C(=O)NC(C)(C)C2=O)ccc1Cl
→ 0%	9%	/	4%	/	-1%	-13%	-12%	15
> CCNC(=O)C(=O)NCc1ccncc1
→ 0%	-13%	i	-9%	6%	8%	14%	19%	9
> CCOc1ccc(OCC)c(NS(=O)(=O)c2ccc3c(c2)CCN3C(=O)C2CCC2)c1
→ ?	3%	i	3%&1%	12%&-11%	9%	5%	-5%	0
> Cc1cccc(NC(=S)N(CCN(C)C)Cc2cc3cc(C)cc(C)c3[nH]c2=O)c1
→ -8%	17%	i	-14%	-18%	-8%	-6%	4%	-3
> C[C@H]1CN[C@@H](CCO)/C1=C\c1ccccc1
→ 0%	-6%	i	0%	4%	-2%	0%	-21%	-8
> Cc1cccc(-n2nc([N+](=O)[O-])c(=NC3CCN(Cc4ccccc4)CC3)n2O)c1
→ -10%	2%	i	0%	/	-6%	1%	?	0
> COc1ccc(-c2csc(NC(=O)Cn3nc(C)cc3C)n2)cc1
→ -10%	0%	i	-2%	-2%	-8%	0%	1%	0
> NC12CC3CC(C1)CC(O)(C3)C2
→ 12%	?	i	1%	-8%	-7%	-8%	?	-19
> COc1ccc(CCN2CC(C(=O)N3CCN(C(C)=O)CC3)CCC2=O)cc1 (centres undefined)
→ -3%	8%	i	-1%	4%	-15%	-6%	-33%[inhibitor]	i
> Cc1ccc(N(CC(=O)Nc2cc(C)ccc2C)S(=O)(=O)c2c(C)noc2C)cc1
→ -20%	/	?	-13%	?	/	/	/	/
> Cc1ccc(C)c(OCCC(=O)Nc2cccc(S(=O)(=O)NC3=NCCCCC3)c2)c1
→ -6%	?	i	-16%	-30%	3%	-9%	2%	?
> Cc1nn(C(C)C(=O)NCCCN2CCCCC2C)c(=O)c2c1sc1ccccc12 (centres undefined)
→ -11%	?	i	0%	/	-3%	-1%	-10%	-29
> COc1ccc(NC(=S)Nc2ccc3nccnc3c2)cc1
→ ?	-2%	i	-2%	49%[activator]	0%	-3%	10%	-2
> COc1ccc(COC(=O)C2=C(C)NC(=O)NC2c2ccccc2OC(C)C)cc1 (centres undefined)
→ ?	0%	i	-3%	-7%	-21%	-20%	-1%	-10

# Some of these compounds in order of molar mass, descending.
# Values in the order – KB-V1 cytotox	MCF10A rerep	S2 tox	KB-3-1 tox	ATXN2 expr inh	HT1080NT lethal	HT1080 IDH1KD tx	SW480 rereplic	IL1B secr inh
> Cc1ccc(N(CC(=O)Nc2cc(C)ccc2C)S(=O)(=O)c2c(C)noc2C)cc1
→ -20%	/	?	-13%	?	/	/	/	/
> Cc1nn(C(C)C(=O)NCCCN2CCCCC2C)c(=O)c2c1sc1ccccc12 (centres undefined)
→ -11%	?	i	0%	/	-3%	-1%	-10%	-29
> COc1ccc(-c2csc(NC(=O)Cn3nc(C)cc3C)n2)cc1
→ -10%	0%	i	-2%	-2%	-8%	0%	1%	0

# Remaining list, next part:
# Values in the order – KB-V1 cytotox	MCF10A rerep	S2 tox	KB-3-1 tox	ATXN2 expr inh	HT1080NT lethal	HT1080 IDH1KD tx	SW480 rereplic	IL1B secr inh
> CC(C)(OC(=O)c1ccc(C#N)cc1)c1cc2ccccc2c(=O)o1
→ 15%	?	i	20%	-2%	10%	10%	2%[9.22 µM]	-6
> O=c1c2ccccc2n(Cc2cccc(Cl)c2)c(=O)n1Cc1ccccc1
→ 0%	/	i	-14%	0%	/	/	/	/
> CC(C)C1Cc2[nH][nH]c(=O)c2C(c2ccc(Cl)cc2)O1 (centres undefined)
→ ?	/	i	18%	11%	13%	2%	/	0
> CCCN(c1ccc(C(C)C)cc1)S(=O)(=O)c1c(C)noc1C
→ -29%	12%	i	1%	-8%	-7%	-5%	-3%	-1
> CCCC(=O)Nc1c(C(=O)OCC)[nH]c2ccccc12
→ -18%	?	i	-4%	?	?	-4%	?	-54*
> COc1ccc(-n2c(SC)nc3sc4c(c3c2=O)CCN(C)C4)cc1
→ 17%	?	i	-21%	?	1%	9%	15%	-7
> O=C(CSc1ncn[nH]1)N/N=C/c1ccc(F)cc1
→ 12%	6%	i	-14%	-4%	-3%	-3%	-1%	-14
> CCOc1cccc(CN2CCCC(C(=O)c3cccc(C(F)(F)F)c3)C2)c1O (centres undefined)
→ -14%	-37%[inhibitor]	/	-9%	-4%	0%	2%	?	-15
> CC1=C(C(=O)N2CCOCC2)C(c2ccc(O)cc2)NC(=S)N1 (centres undefined)
→ -3%	11%	i	7%	6%	15%	10%	70%	3
> O=P(Cc1ccccc1O)(c1ccccc1)c1ccccc1
→ -24%	0%	i	20%	-4%	-1%	1%	13%	-1
> CCCCn1c(N)c(N(CC(C)C)C(=O)c2cccc(S(=O)(=O)N3CCCCCC3)c2)c(=O)[nH]c1=O
→ -12%	9%	i	?	-3%	-4%	-5%	11%	4
> COc1ccc(C(=O)N/C=C/n2cnc3cc(C(F)(F)F)ccc32)cc1
→ 15%	16%	i	12%	-13%	-8%	-12%	-7%	-2
> O=C(OCC(=O)N1CCC(Cc2ccccc2)CC1)c1ccccc1O
→ 7%	?	i	-1%	6%	-6%	11%	-7%	-8
> Clc1ccc(-c2nc3cc(CN4CCCCC4)ccc3o2)cc1
→ 11%	10%	i	0%	27%	-1%	4%	-9%	-18
> Cc1cnc(C(=O)OCC(=O)Nc2cc(Cl)cc(Cl)c2)cn1
→ 7%	2%	i	-3%	-10%	0%	-4%	-2%	11
> [O-]/[N+](=C\c1cccc(Br)c1)c1ccccc1
→ 0%	-3%	i	-2%	-26%[11.3 µM]	22%	15%	0%	-13
> S=C(N/N=C/c1ccccc1Cl)Nc1cccc(Cl)c1Cl
→ ?	?	i	-9%	/	?	?	?	24
> COn1c(SCc2cccc(Cl)c2)nc2ccccc2c1=O
→ 16µM*	18%	i	?	-14%	-17%	-19%	1%	0
> O=C(CN1CCOCC1)OCCCc1ccccc1
→ 16%	-7%	i	17%	-1%	9%	1%	-2%[9.22 µM]	4
> COc1cccc(C2CC(c3cccc(C)c3)n3ncnc3N2)c1 (centres undefined)
→ -1%	1%	i	-5%	-2%	-5%	-13%	-3%	-28
> COc1ccc(-c2cc(C(=O)NCc3cc(OC)c(OC)c(OC)c3)[nH]n2)cc1
→ -6%	/	i	2%	-6%	/	/	/	/
> Cc1ccc2c(CC(=O)N(C)c3c(N)n(Cc4ccccc4)c(=O)[nH]c3=O)coc2c1
→ -2%	-5%	i	-3%	0%	3%	-2%	3%	17
> CCC(C(=O)N1CCN(S(=O)(=O)c2sc(C(=O)O)c(C)c2C(=O)O)CC1)c1ccccc1 (centres undefined)
→ 3%	6%	i	-1%	6%	10%	-3%	20%	12
> COc1ccc(-c2noc(N3CCC(C(=O)NCc4ccc(Cl)cc4)CC3)n2)cc1
→ -9%	-1%	?	-4%	?	1%	-5%	-13%	39
> COc1ccc(CNC(=O)c2cc(=O)c3cc(C)ccc3o2)cc1
→ 3%&-13%	17%	i	0%&7%	-1%	-5%	5%	-4%	-6
> CC(OC(=O)CCCN=C1NS(=O)(=O)c2ccccc21)C(=O)Nc1ccccc1F (centres undefined)
→ -1%	-1%	i	-5%	3%	16%	17%	-4%	21
> COc1ccccc1CNC(=O)c1ccc(OC(F)F)c(OC)c1
→ -4%	0%	i	-11%	-8%	5%	0%	-4%	7
> Cc1c(-c2nc(N)nc(Nc3ccccc3F)n2)oc2ccccc12
→ 16µM*	18%	i	-6%	107%[activator]	-2%	-2%	?	-18
> Cc1cc(C)c(-c2csc(Cc3nc(-c4cc5ccccc5oc4=O)cs3)n2)cc1C
→ ?	14%	i	23µM*	-21%	-3%	-9%	8%	-20
> CC(=O)Nc1ccc(C(=O)CN2C(=O)NC3(CCCCCC3)C2=O)c(F)c1
→ -1%	1%	i	2%	-15%	-5%	0%	2%	-1
> O=C(NCC(=O)N1CCN(c2ccccc2F)CC1)c1ccco1
→ 33%	3%	i	?	26%	7%	4%	-4%	4
> CCOc1cc(C(=O)N2CCC(CC3CC(c4ccc(Cl)cc4)=NO3)(C(=O)NCC3CCCCC3)CC2)cc(OCC)c1OCC (centres undefined)
→ ?	3%	?	9%	0%	-1%	1%	1%	?
> Brc1ccc(CSc2nnc(-c3cnccn3)n2Cc2ccco2)cc1
→ 9.2µM*	?	i	?	-3%	5%	0%	8%	6
> O=C(CSc1nc2ncc(Cl)cc2[nH]1)NC1CCS(=O)(=O)C1 (centres undefined)
→ -4%	-2%	i	-3%	6%	19%	13%	-1%	-18

# Screens from PubChem BioAssay.
